Screening results from PubChem BioAssay.
Pf apPOL block = Pf-apPOL DNA polymerase inhibition; Recombinant Pf-apPOL, molecular beacon fluorescence, 1.5 h; inhibition, % at 10 µM; hit rate 0.25% among 210,000; AID 1794808
mHTT CaM bind = mHTT-calmodulin interaction abrogation. P42858. inhibition, % at 15 µM. AlphaScreen His-mHTT/GST-CaM binding, luminescence. hit rate 3.6% among 190,000;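 further: 0% = both proteins with DMSO and 100% = one protein alone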
Starred values were filed as active, the others as inactive; . = no result given; & = joins results of further samples. No stated cut-off is given here; in the data, active means inhibition above about 50%; inactive means the rest. The list is partial; the hit share may differ from the screen's.

SMILES | Pf apPOL block | mHTT CaM bind
O=C(CSc1ccc(-c2ccc3c(c2)OCO3)nn1)c1cccc([N+](=O)[O-])c1 | 2 | 1
O=C(NCCc1cccs1)C1CN(S(=O)(=O)c2cccnc2)CC12CCCCC2 (centres undefined) | 2 | -1
CN1CCN(C(=O)C2CCN(c3nnc4c(Cl)cccn34)CC2)CC1 | -4 | 2
COc1ccc(OC)c(/C=C2/N=C(c3cccc([N+](=O)[O-])c3)OC2=O)c1 | -2 | -4
Cc1sc2ncnc(N3CCCCC3)c2c1C(=O)Nc1cc(F)cc(F)c1 | -2 | -1
O=C(CSCCS(=O)(=O)c1ccccc1)NN=Cc1ccsc1 | -3 | .
CCn1c(C(O)c2ccccc2)nc2ccccc21 (centres undefined) | -5 | -5
CC(C)(C)n1nc2c(c1NC(=O)COc1ccc(Cl)cc1)CS(=O)(=O)C2 | -4 | 1
CC(C)c1ccccc1OCC(=O)NCCc1nc2ccccc2[nH]1 | 0 | 10
O=C(c1ccc(S(=O)(=O)N2CCOCC2)cc1)N1CCN=C1SCc1ccccc1 | -9 | 5

Given with values under each structure: entries from further up.
Sequence of screens: Pf apPOL block	mHTT CaM bind
> CC(C)(C)n1nc2c(c1NC(=O)COc1ccc(Cl)cc1)CS(=O)(=O)C2
 : -4	1
> O=C(CSc1ccc(-c2ccc3c(c2)OCO3)nn1)c1cccc([N+](=O)[O-])c1
 : 2	1
> COc1ccc(OC)c(/C=C2/N=C(c3cccc([N+](=O)[O-])c3)OC2=O)c1
 : -2	-4
> CCn1c(C(O)c2ccccc2)nc2ccccc21 (centres undefined)
 : -5	-5

The list goes on:
SMILES | Pf apPOL block | mHTT CaM bind
Cc1ccc(NC(=O)c2ccc(C)nc2C2CCN(C(=O)C3CC3)CC2)cc1 | -4 | 19
Cc1c(C(=O)N2CCCc3ccccc32)oc2ccc(S(=O)(=O)N3CCOCC3)cc12 | -6 | -4
CN(C)c1cccc(C(=O)NCC2(O)CCCC2)c1 | -3 | -14
CCCC(=O)Nc1ccc(Br)cn1 | -2 | 1
O=C1Nc2ccc([N+](=O)[O-])cc2C1(O)N1CCOCC1 (centres undefined) | -1 | 2
CCOC(=O)C1C(=O)C=C(c2ccc(C)cc2)CC1c1ccccc1OC (centres undefined) | -2 | -6
O=C(O)c1cc(S(=O)(=O)N2CCCC2)ccc1Br | -3 | -2
Nc1c(C(=O)c2ccc(Cl)cc2)sc2[nH]c(=O)c(C(=O)O)cc12 | -1 | 59*
O=C(C1CCN(c2nccn3nc(-c4ccccc4)cc23)CC1)N1CCC2(CC1)OCCO2 | 4 | 36
O=C(O)c1ccc(N=Cc2ccc(OCc3ccc(F)cc3)cc2)cc1 | -6 | -17

4 entries drawn at random from those above:
SMILES | Pf apPOL block | mHTT CaM bind
O=C(C1CCN(c2nccn3nc(-c4ccccc4)cc23)CC1)N1CCC2(CC1)OCCO2 | 4 | 36
CN1CCN(C(=O)C2CCN(c3nnc4c(Cl)cccn34)CC2)CC1 | -4 | 2
O=C(CSc1ccc(-c2ccc3c(c2)OCO3)nn1)c1cccc([N+](=O)[O-])c1 | 2 | 1
O=C(NCCc1cccs1)C1CN(S(=O)(=O)c2cccnc2)CC12CCCCC2 (centres undefined) | 2 | -1

(more compounds)
SMILES | Pf apPOL block | mHTT CaM bind
COc1ccccc1NC(=O)CN(c1ccccc1F)S(=O)(=O)c1ccc(C)cc1 | 6 | -12
COc1ccc(OC)c(NC(=O)c2c(NCc3cccc(OC)c3OC)sc3c2CCC3)c1 | -13 | 59*
O=C(Cn1cnc2ccccc21)N1CCC(Cn2cccn2)CC1 | -2 | -11
O=C1OC(c2ccc(Cl)c(Cl)c2)=N/C1=C\c1cccc(F)c1 | -3 | 7
Cc1ccc(NC(=O)N2CCC(n3cnc4ccccc4c3=O)CC2)cc1C | -4 | -5
Cc1cccc(N2CCN(C(=O)c3cc4c(=O)n(C)ccc4n3C)CC2)c1C | -2 | -8
O=C(Nc1sc2c(c1C(=O)NCc1ccco1)CCCC2)c1ccco1 | 1 | -3
COc1cc2c(cc1OC)C(C(=O)N1CCN(C)CC1)C(c1cccnc1)N(C)C2=O (centres undefined) | -5 | -1
CC(=O)Nc1ccc(C2Nc3cc(C)c(C)cc3NC3=C2C(=O)CC(C)(C)C3)cc1 (centres undefined) | -4 | 4
CC(C)Cn1c(=O)c(-c2ccc(C(=O)N(C)C)cc2)nc2ccccc21 | -9 | 2
O=C(Nc1cccnc1)c1cc(Cl)sc1Cl | -11 | .
Cc1ccc(-c2nc(C(=O)Nc3cccnc3)c3n2CCCCC3)cc1 | -4 | 29
NC(=NOC(=O)Nc1csnc1-c1c(Cl)cccc1Cl)c1c(Cl)cccc1Cl | -5&-3 | .
CCOc1ccc(N2C(=O)N(c3ccc(F)cc3)C3CS(=O)(=O)CC32)cc1 (centres undefined) | -3 | -3
Cc1ccc(C)c(NCc2cccnc2)c1 | 4 | 14
COC(=O)c1cnn(-c2ccc(F)cc2F)c1C=NOC(=O)Nc1ccc(Cl)cc1 | -5 | .
Cc1ccccc1N=c1oc2ccc(Br)cc2cc1C(N)=O | 11 | 0
Cc1ccc(C(=O)O)c(C(=O)Nc2nc3ccccc3s2)c1 | -4 | -8
CCOc1ccc(Nc2ncnc3c2cnn3-c2ccc(C)cc2C)cc1 | -24 | 20
COCCCNC(=O)C1CCCN(c2nnc3c(Cl)cccn23)C1 (centres undefined) | -1 | 0
CCOC(=O)CC(=NNC(N)=O)C(F)(F)F | -5 | .
COc1ccccc1-c1onc(C)c1C(=O)NCc1cccc(F)c1F | -3 | -5
Cn1c(=O)c(-c2ccc(C(=O)N3CCCC3)cc2)nc2ccccc21 | 1 | 0
CN(C)c1ccc(/C=C2\NC(=O)N(Cc3ccccc3F)C2=O)cc1 | -4 | 8
CCCC1CCC2(CCCN2CCOC(=S)Nc2ccccc2OC)CC1 (centres undefined) | -2 | 0
COc1ccc(NC(=O)c2cnc(N3CCN(c4ccccn4)CC3)c3ccccc23)cc1Cl | 0 | 11
C=CCNC(=O)N1c2ccccc2Sc2ccccc21 | -1 | -1
O=C(CSc1nnc(N2CCN(C(=O)c3cccs3)CC2)s1)NCc1ccco1 | 1 | -9
CC(C)Cn1c(C2CCN(C(=O)Nc3ccccc3Cl)C2)nc2ccncc21 (centres undefined) | 6 | -3
CCOc1cc(C2C(C#N)=C(N)Oc3n[nH]c(-c4ccccn4)c32)ccc1O (centres undefined) | -2 | 52*
Cc1cc(C)n2nc(SCC(=O)NCC3CCCO3)nc2n1 (centres undefined) | -16 | 8
COc1ccc(OC)c(C=C2Oc3cc(OC(=O)C(C)(C)C)ccc3C2=O)c1 | -3 | -39
O=C(CNS(=O)(=O)c1ccc(Br)s1)NCc1cccnc1 | 0 | -2
COc1ccccc1NC(=O)c1coc(=O)c2ccccc12 | -3 | -4
Cc1ccc(C2C(=O)N(C3CCCCC3)CC(=O)N2C2CC2)cc1 (centres undefined) | -8 | 4
CCCc1[nH]nc2c1C(c1ccccc1Cl)C(C#N)=C(N)O2 (centres undefined) | 0 | -3
CCN1c2ccc(C)cc2C(=O)NC12CCN(C(=O)Cc1ccc(C)cc1)CC2 | -4 | -6
COc1ccc(OC)c(NC(=O)CNS(=O)(=O)c2cccs2)c1 | -1 | -1
CC(C)c1cc(C2CCCN2C(=O)Nc2cccc(Cl)c2)on1 (centres undefined) | 4 | -6
C=C1SC(=Nc2ccccc2Cl)N(C(=O)COc2cc(Cl)c(Cl)cc2Cl)C1(C)C | -3 | .
Cn1nccc1C(=O)Nc1ccc(Br)cc1 | -28 | -23
O=C(Nc1c(F)cccc1F)N(Cc1cccnc1)Cc1ccccc1Cl | -16 | -2
CCCN(C)C(=O)c1cc2c(n1C)CCN(Cc1cccc(OC)c1)C2 | -5 | 18
COc1ccc(C)cc1NC(=O)CC1CCCCC1 | 2 | -11
O=[N+]([O-])c1ccc(/C=C/c2nc3ccc([N+](=O)[O-])cc3[nH]2)cc1 | 15 | 10
O=C(CC1CS(=O)(=O)CC1CC(=O)Nc1ccccc1)Nc1ccccc1 (centres undefined) | -4 | 2
CCc1nccn1Cc1nc(-c2cccc(Cl)c2)no1 | -2 | 2
COc1cc(C=Nc2c(C)n(C)n(-c3ccccc3)c2=O)cc(I)c1O | 1 | 3
COc1cc(Cl)c(C)cc1NC(=O)C1c2ccccc2C(=O)N(C)C1c1cccs1 (centres undefined) | -10 | 8
Cn1cc(CC(=O)NCc2ccc(F)cc2F)c2cccnc21 | -3 | -8
Going on with the list.
SMILES | Pf apPOL block | mHTT CaM bind
O=c1[nH]c(CO)nc2c1oc1ccccc12 | -35 | 7
CC1=CC(=C2C(=O)c3ccccc3C2=O)C=C(C)N1CCN1CCOCC1 | -6 | -9
CCOc1ccc(C(=O)N2CCC3(CC2)NC(=O)c2cc(C)ccc2N3CC)cc1 | 2 | 6
COc1ccc(OC)c(C2Sc3ccccc3NC3=C2C(=O)c2ccccc23)c1 (centres undefined) | -55 | 71*
CC(C)Sc1nnc2n1CCN2c1ccc(F)cc1 | -4 | -1
CC(C)(C)N=C1Nc2ccccc2NC12CCCN(C(=O)c1cnn3cccnc13)C2 (centres undefined) | 1 | 10
Cc1ccc(S(=O)(=O)Nc2ccc(Br)cn2)cc1 | -5 | 0
CCc1nnc(NC(=O)c2cccc(Cl)c2Cl)s1 | 2 | -3
CCn1c(=O)c(N2CCCC(C(=O)NC3CCCCCCC3)C2)nc2ccccc21 (centres undefined) | -8 | 64*
CN(CCNC(=O)c1ccc2c(c1)NC(=O)C1CCCCN21)Cc1ccccc1 (centres undefined) | -4 | 10
CC(=O)Nc1ccc(C(=O)Nc2cccc(Cl)c2C)cc1 | -2 | -6
O=C(c1c(F)cccc1F)N1CCN=C1SCc1ccccc1F | -20 | -25
O=C(NCc1ccccc1)c1cnn2c3c(cnc12)CCCC3 | 0 | 23
CCNC(=O)Nc1ccc(N2CCCCC2)nc1 | -2 | 10
c1ccc(COc2ccc(-c3noc(C4CC4)n3)cc2)cc1 | -3 | -16
O=C(CCC1CCN(c2cc(NC3CC3)ncn2)CC1)NCc1ccc(F)c(Cl)c1 | -7 | -3
O=C(c1c(F)cccc1F)N1CCCC1c1ccc(F)cc1 (centres undefined) | -8 | -7
Cc1ccc(Cn2nc(C)c(NC(=O)CCCn3nc(C)c([N+](=O)[O-])c3C)c2C)cc1 | -4 | 12
CCOc1c(CC)cnc2c1c(=O)n(CC(=O)NCC1CCCO1)c(=O)n2C (centres undefined) | 2 | -2
COc1ccc(CNS(=O)(=O)CCNCc2ccco2)cc1 | 3 | 1
O=C(c1nn2c(C(F)(F)F)cc(-c3ccccc3)nc2c1Cl)N1CCCC1 | 3 | -3
O=C1CNC(=S)N1CCc1ccccn1 | -3 | .
NC(CSc1ncccc1C(F)(F)F)=NOC(=O)Nc1cccc(C(F)(F)F)c1 | -2 | .
CCOc1cc(C)c(C)cc1S(=O)(=O)n1cc(C)nc1CC | -6 | -4
CN(C)/C=C(/C=O)n1cc([N+](=O)[O-])cn1 | . | -11
COc1ccc(C(=O)N2CC3CC2CC3NC(=O)c2cccs2)cc1F (centres undefined) | -2 | -4
Cc1cccc(NC(=O)c2ccc(F)c(S(=O)(=O)NC3CCCC3)c2)c1 | -2 | -2
Cc1nc(C(=O)NCCc2ccc(Cl)cc2)c(C)n1C1CCN(S(C)(=O)=O)CC1 | 1 | 61*
Cc1ccc(NC(=O)CC2SC(=NC3CCCCC3)NC2=O)c(C)c1 (centres undefined) | 2 | 8
O=C(O)c1ccccc1N1CCCCC1 | -8 | .
CCNc1nc(NC(C)C)nc(OCC)n1 | 1 | 0
CN1CCN(C(CNC(=O)c2ccc(S(=O)(=O)N(C)C)cc2)c2cccn2C)CC1 (centres undefined) | -8 | -9
CCOC(=O)c1cnc2c(C(=O)OCC)cnn2c1N | -9 | .
Cn1c(=O)c(Cc2ccccc2)c(OC(=O)c2ccccc2)c2ccccc21 | -4 | .
COc1ccc(Cl)cc1NS(=O)(=O)c1ccc(Cl)cc1 | 0 | -15
COc1ccc(-c2cn(CC(N)=O)cn2)cc1 | -1 | 0
CS(=O)(=O)Nc1cccc(NC(=O)C2CCCN(c3ccc(-n4ccnc4)nn3)C2)c1 (centres undefined) | -6 | -7
COc1ccc(CNC(=O)C(=O)Nc2cccc(Cl)c2C)cc1 | 0 | -5
O=C(Nc1nnc(Cc2ccc(Cl)s2)o1)c1nc2ccccc2s1 | -22 | -3
Cc1nc2c(C(=O)NCc3ccccc3)c[nH]n2c(=O)c1Cc1ccccc1Cl | -2 | 40

Overlap with the part before: 7 compounds, then new ones.
SMILES | Pf apPOL block | mHTT CaM bind
Cn1c(=O)c(Cc2ccccc2)c(OC(=O)c2ccccc2)c2ccccc21 | -4 | .
COc1ccc(Cl)cc1NS(=O)(=O)c1ccc(Cl)cc1 | 0 | -15
COc1ccc(-c2cn(CC(N)=O)cn2)cc1 | -1 | 0
CS(=O)(=O)Nc1cccc(NC(=O)C2CCCN(c3ccc(-n4ccnc4)nn3)C2)c1 (centres undefined) | -6 | -7
COc1ccc(CNC(=O)C(=O)Nc2cccc(Cl)c2C)cc1 | 0 | -5
O=C(Nc1nnc(Cc2ccc(Cl)s2)o1)c1nc2ccccc2s1 | -22 | -3
Cc1nc2c(C(=O)NCc3ccccc3)c[nH]n2c(=O)c1Cc1ccccc1Cl | -2 | 40
O=C(CCS(=O)(=O)c1ccc(Br)s1)Nc1cc(F)ccc1F | -16 | -4
CCCCN(C)Cc1cccc(OC)c1OC | -5 | -2
COc1ccc(NC(=O)CNS(=O)(=O)c2ccc(Br)s2)cc1 | 0 | -3
O=C(Nc1nc(-c2ccc(F)cc2)cs1)c1ccc2c(c1)OCO2 | 3 | -1
